TRPC4 PAM = allosterically enhances the mouse TRPC4 cation channel | HEK293 TRPC4beta/mu-opioid, DAMGO EC20, Fluo-4 Ca2+ flux; stronger effect = higher value | B-score at 10 µM | hit rate 0.42% among 310,000 | AID 2227;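 active means B-score of calcium response area above 5 SD of library B-scores, with initial fluorescence ratio within 5 SD of library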;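 further: B-score of integrated fluorescence ratio over time as area under calcium response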
Target sequence (Q9QUQ5 whole entry, looked up): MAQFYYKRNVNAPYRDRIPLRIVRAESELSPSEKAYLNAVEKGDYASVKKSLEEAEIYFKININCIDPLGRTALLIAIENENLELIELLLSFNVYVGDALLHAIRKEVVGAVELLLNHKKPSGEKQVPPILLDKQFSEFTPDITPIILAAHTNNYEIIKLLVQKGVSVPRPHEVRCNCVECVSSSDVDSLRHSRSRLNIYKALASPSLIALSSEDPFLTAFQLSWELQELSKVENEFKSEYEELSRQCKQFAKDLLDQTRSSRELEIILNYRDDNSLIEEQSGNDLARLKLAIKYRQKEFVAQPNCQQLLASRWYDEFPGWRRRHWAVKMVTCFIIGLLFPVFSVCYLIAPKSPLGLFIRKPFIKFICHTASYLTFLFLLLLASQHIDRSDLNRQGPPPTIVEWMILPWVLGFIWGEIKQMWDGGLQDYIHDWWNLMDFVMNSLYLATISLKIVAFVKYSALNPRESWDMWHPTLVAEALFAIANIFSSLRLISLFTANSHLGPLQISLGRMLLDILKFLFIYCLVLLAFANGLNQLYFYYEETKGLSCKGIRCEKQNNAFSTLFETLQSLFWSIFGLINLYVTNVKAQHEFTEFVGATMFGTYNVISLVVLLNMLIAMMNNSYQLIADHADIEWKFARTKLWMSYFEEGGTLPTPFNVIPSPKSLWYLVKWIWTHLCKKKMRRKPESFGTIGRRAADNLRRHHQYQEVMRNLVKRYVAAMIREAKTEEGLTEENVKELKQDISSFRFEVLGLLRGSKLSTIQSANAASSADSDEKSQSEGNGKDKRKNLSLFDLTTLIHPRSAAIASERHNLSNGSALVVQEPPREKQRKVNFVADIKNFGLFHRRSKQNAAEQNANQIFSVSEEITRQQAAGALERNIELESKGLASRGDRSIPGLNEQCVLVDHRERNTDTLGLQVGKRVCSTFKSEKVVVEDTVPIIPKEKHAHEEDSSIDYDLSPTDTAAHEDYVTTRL
KCNQ1 block = human KCNQ1 channel inhibition; CHO-K1 KCNQ1, FluxOR thallium flux fluorescence; stronger effect = higher value; AID 2642; P51787; hit rate 1.3% among 310,000; B-score at 10 µM;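 active means compounds whose thallium flux B-score, printed positive for inhibition, exceeds three library SD while starting fluorescence stays within three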;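 further: channel opened by potassium depolarization with thallium stimulus after 20 min compound exposure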
TMEM16A inh = inhibitors of mouse TMEM16A calcium-activated chloride channel. Q8BHY3. HEK293 TMEM16A/YFP iodide influx fluorescence, ionomycin. hit rate 1.2% among 310,000. normalized B-score (activity score, 25-100; higher = stronger inhibition) at 10 µM. AID 588511;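 active means ratio plate-corrected score three or more library SD toward inhibition, starting fluorescence score within five deviations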;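 further: score derived from kinetic fluorescence span divided by baseline fluorescence per well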
KCNQ1 pot = potentiators or activators of human KCNQ1 potassium channel. P51787. CHO-K1 KCNQ1, thallium flux FluxOR fluorescence; stronger effect = higher value. B-score at 10 µM. hit rate 0.35% among 310,000. AID 2648;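 active means fluorescence ratio B-score, a plate-corrected score, at least three library SD, with initial intensity B-score within 5 SD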
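Test system: CHO-K1 cells stably expressing KCNQ1 / Medium: assay buffer / Also added: depolarizing K+/Tl+ stimulus, K2SO4 and Tl2SO4 each 12.5 mM in 5x stock / Incubation: 90 min dye loading and 20 min compound exposure, both at room temperature / Signal: thallium influx via FluxOR fluorescence, kinetic imaging / Evaluation: B score of baseline-normalized fluorescence ratio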
Dyrk1A ADPGlo = inhibitors of rat Dyrk1A kinase. inhibition, % at 12.5 µM. hit rate 0.43% among 310,000. ADP-Glo luminescence, NFATc1 peptide. AID 504441; in the data active means inhibition above about 50%;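 further: plate controls were vehicle with enzyme for no effect and no enzyme for full effect; many of its hits are not listed in these tables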
HDAC3 inhib = inhibitors of human histone deacetylase 3; O15379; recombinant HDAC3, fluorogenic peptide/trypsin coupled, fluorescence; inhibition, % at 8.3 µM; hit rate 0.15% among 320,000; in the data active means inhibition above about 26%, passing the limit was not always enough
KCNK9 block = human KCNK9 channel inhibition; Q9NPC2; HEK293 KCNK9, FluxOR thallium flux fluorescence; stronger effect = lower value; B-score at 10 µM; hit rate 1.2% among 310,000;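 active means ratio B-score over 3 SD below the library mean, with starting fluorescence within 5 SD of its mean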;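 further: negative B-score means less thallium flux so channel inhibition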
TMEM16A act = mouse TMEM16A channel activation, primary screen | Q8BHY3 | HEK293 TMEM16A/YFP-H148Q/I152L, iodide quench fluorescence; stronger effect = lower value | B-score at 10 µM | hit rate 0.3% among 340,000;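 active means fluorescence-ratio B-score plate-corrected deviation score at least 3 library SD below zero, with starting fluorescence score within 5 deviations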;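 further: channel opened by trigger with iodide after compound preincubation; score built on the fluorescence ratio of max minus min over baseline; more negative score means more quench and so TMEM16A activation or potentiation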
hERG protect = shields human hERG channel from block by proarrhythmic agents | activation (rescue from dofetilide block), less the hit threshold, % at 10 µM | hit rate 0.51% among 310,000 | AID 1511 | CHO-hERG, FluxOR thallium flux, dofetilide IC70 present;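 active means activation above the mean of controls blocked by dofetilide plus 5 SD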;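 further: thallium influx through hERG after potassium depolarization seen as dye fluorescence rise; in these data hits start at about 4.7%; inactives centre near -7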
TRPC4 act = opens the mouse TRPC4 cation channel; Q9QUQ5; HEK293 TRPC4beta/mu-opioid, Fluo4 calcium fluorescence; stronger effect = higher value; B-score at 10 µM; hit rate 0.49% among 310,000; AID 2237;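 active means B-score above 5 SD of library B-scores, and initial fluorescence ratio not above library mean plus 5 SD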;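 further: positive B-score marks a calcium rise read as TRPC4 activation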
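Incubation: 45 min room-temperature Fluo4 loading, 110 s read / System: HEK293 cells stably co-expressing mouse TRPC4beta and mu-opioid receptor / Signal: Fluo4 fluorescence, kinetic / Control set: buffer (low) and maximal DAMGO (high) / Measure: integrated baseline-normalised fluorescence ratio, converted to per-well B score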
KCNK3 block = human KCNK3 channel inhibition, primary screen; CHO-KCNK3 thallium flux, FluxOR fluorescence; stronger effect = lower value; B-score at 10 µM; hit rate 0.84% among 340,000;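 active means B-score under library mean minus 4 SD, starting fluorescence ratio at most library mean plus 5 SD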;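 further: more negative B-score means stronger inhibition of thallium flux through KCNK3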
* hit, by the source's call; i = inactive; x = no result given.

Start of the data: the first 4 compounds, ahead of the listing:
SMILES	TRPC4 PAM	KCNQ1 block	TMEM16A inh	KCNQ1 pot	Dyrk1A ADPGlo	HDAC3 inhib	KCNK9 block	TMEM16A act	hERG protect	TRPC4 act	KCNK3 block
O=C1NC(=O)N(Cc2ccc(F)cc2)C(=O)/C1=C/c1cccs1	i	i	i	i	-0.3	4.6	i	i	-0.7	i	i
CCOC(=O)c1c(C)n(C(C)C)c2ccc(OC(=O)c3ccc(N4C(=O)CCC4=O)cc3)cc12	i	i	i	i	6.8	2.0	i	i	-4.8	i	i
O=C(NC1CN2CCC1CC2)c1cc(Cl)c([N+](=O)[O-])c2nc[nH]c12 (centres undefined)	i	i	i	i	2.6	4.9	i	i	-10.8	i	i
O=C(c1ccccc1F)N1CCC2(CC1)OCCO2	i	i	i	i	-6.2	-1.1	i	i	-9.6	i	i

The listing, repeating the preview:
SMILES	TRPC4 PAM	KCNQ1 block	TMEM16A inh	KCNQ1 pot	Dyrk1A ADPGlo	HDAC3 inhib	KCNK9 block	TMEM16A act	hERG protect	TRPC4 act	KCNK3 block
O=C1NC(=O)N(Cc2ccc(F)cc2)C(=O)/C1=C/c1cccs1	i	i	i	i	-0.3	4.6	i	i	-0.7	i	i
CCOC(=O)c1c(C)n(C(C)C)c2ccc(OC(=O)c3ccc(N4C(=O)CCC4=O)cc3)cc12	i	i	i	i	6.8	2.0	i	i	-4.8	i	i
O=C(NC1CN2CCC1CC2)c1cc(Cl)c([N+](=O)[O-])c2nc[nH]c12 (centres undefined)	i	i	i	i	2.6	4.9	i	i	-10.8	i	i
O=C(c1ccccc1F)N1CCC2(CC1)OCCO2	i	i	i	i	-6.2	-1.1	i	i	-9.6	i	i
O=C1C(c2ccccc2)=C(N2CC2)c2ccccc21	i	i	i	i	21.4	-1.1	i	i	-7.2	i	i
Clc1ccc(C(OCCN2CCCCC2)c2ccccc2)cc1 (centres undefined)	x	x	i	x	3.5	0.9	x	i	x	x	i
COc1ccc2[nH]c3c(c2c1)CCN=C3C	x	x	i	x	8.6	-3.0	x	i	x	x	i
Cc1nc2ccccc2c(=O)n1-c1cccnc1	i	i	i	i	x	1.7	i	i	-15.5	i	i
CCCCOc1ccc(C(C)=O)cc1Cc1c(O)[nH]c(=S)[nH]c1=O	i	i	i	i	x	-4.2	i	i	-8.5	i	i
Cn1c(O)c(C=NC2CCN(Cc3ccccc3)CC2)c(=O)[nH]c1=O	i	i	i	i	x	2.7	i	i	-7.2	i	i
CCN1CCN(c2nc3c(c(=O)[nH]2)CCCC3)CC1	i	i	i	i	7.3	-0.4	i	i	-14.1	i	i
CCOc1cc2c(cc1OCC)-n1cccc1C(c1cccc([N+](=O)[O-])c1)NC2 (centres undefined)	i	i	i	i	-4.4	1.9	i	i	-11.0	i	i
COC(=O)CCCNC(=O)CN1CC(c2ccccc2)CC1=O (centres undefined)	i	i	i	i	1.6	-3.4	i	i	-3.8	i	i
c1ccc2nc(OCCN3CC3)ccc2c1	18*	i	i	i	x	1.3	i	x	-1.1	i	x
CCCOP(=O)(OCCC)C(NC(=O)c1ccccc1)=C(Cl)Cl	i	i	i	i	-4.8	-0.9	i	i	-9.4	i	i
CCOC(=O)CC(NC(=O)C(Cc1ccc(N(CCCl)CCCl)cc1)NC(C)=O)C(=O)OCC (centres undefined)	i	i	i	i	-0.7	4.4	i	i	-10.4	i	i
CC(=O)O[C@@H]1/C=C/[C@](C)(O)C[C@@H](C)C/C=C/[C@H]2[C@H](O)[C@@](C)(O)[C@@H](C)[C@H]3[C@H](Cc4ccccc4)NC(=O)[C@@]312	i	i	i	i	x	2.2	i	x	-5.6	i	x
O=C(C(=O)N1CCOCC1)c1cn(CCCOc2ccccc2)c2ccccc12	i	i	i	i	-6.2	2.8	i	i	-10.8	i	i
C=CC1CN2CCC1CC2C(OC(C)=O)c1ccnc2ccc(OC)cc12 (centres undefined)	i	i	i	i	x	-14.6	i	i	-5.5	i	i
Cc1cccn2c(NCC3CCCO3)c(C(C)C)nc12 (centres undefined)	i	i	i	i	-4.8	-50.3	i	i	-6.5	i	i
COc1ccc2c(CCN)c[nH]c2c1	i	i	i	i	3.6	1.5	i	i	-6.4	81*	i
COc1ccc(/C=C2\C(=O)NC(=S)N(C)C2=O)cc1C	i	i	i	i	x	2.2	i	i	-9.7	i	i
O=c1[nH]c(=S)n(Cc2ccc(F)cc2)c(O)c1C=NCC1CCCO1 (centres undefined)	i	i	i	i	3.3	5.2	i	i	-6.5	i	i
CN1CCN(c2ncnc3c2cnn3C)CC1	i	i	i	i	x	0.2	i	i	-5.4	i	i
CCC/C(=N\O)c1c[nH]c2ccccc12	i	i	i	i	-1.4	0.2	i	i	-8.0	i	i
CCc1nn(CC(=O)N2CCC3(CC2)OCCO3)c(=O)c2cccn12	i	i	i	i	-3.5	-2.9	i	i	0.3	i	i
CN1C(=O)C(c2ccccc2)C(=O)N(C)C1=O	i	i	i	i	x	-1.8	i	i	-5.3	i	i
O=C(Cc1ccccc1)OCC(=O)N1CCN(S(=O)(=O)c2ccc(Cl)cc2)CC1	i	i	i	i	13.5	3.5	i	i	-8.1	i	i
COc1ccc(OCC#CCN2CCC(C)CC2)cc1	i	i	i	i	-4.5	2.4	i	i	-16.4	i	i
CCCCn1c(=O)c(C=Nc2ccc(Cl)cc2)c(O)n(Cc2ccco2)c1=O	i	i	i	i	-3.2	-1.6	i	i	-2.2	i	i
COC(=O)C1=C(c2cc3ccccc3o2)C[C@@H]2CC[C@H]1N2C(=O)NCc1ccco1	i	i	i	i	-4.7	-6.7	i	i	-2.9	i	i
O=P(Nc1ccccc1)(Nc1ccccc1)Oc1ccc(Cl)cc1	10*	i	i	i	8.2	4.8	i	i	-30.3	i	i
CCC(=Nc1ccc2c(c1)CCC2)c1c(O)n(C)c(=O)n(C)c1=O	i	i	i	i	5.8	6.8	i	i	-10.0	i	i
Cc1ccc(S(=O)(=O)N2CCCC2c2cccnc2)cc1 (centres undefined)	i	i	i	i	11.3	-4.0	i	i	-3.6	i	i
O=C(c1ccc(CS(=O)(=O)c2ccc(Br)cc2)o1)N1CCC2(CC1)OCCO2	i	i	i	i	-6.7	-7.9	i	i	-12.7	i	i
CC1CCC(C(C)C)C(OC(=O)COC(=O)c2ccccc2N)C1 (centres undefined)	i	i	i	i	6.0	-3.4	i	i	-13.7	i	i
COc1ccc(N2C(=O)NC(=O)/C(=C\c3cn(CC(=O)N4CCOCC4)c4ccccc34)C2=O)c(OC)c1	i	i	i	i	8.0	10.7	i	i	-15.5	i	i
O=C1Nc2cc(C(=O)N3CCC4(CC3)OCCO4)ccc2NC1CSCc1cccc(F)c1 (centres undefined)	i	i	i	i	x	-0.8	i	x	-4.3	i	x
COc1c(/C=C2/C(=O)NC(=O)N(C)C2=O)c(CCN(C)C(=O)c2ccccc2)cc2c1OCO2	i	i	i	i	3.6	-0.1	i	i	-8.0	i	i
O=C1CC(=O)N(c2ccc(Cl)cc2)C(=O)N1	i	i	i	i	8.4	4.1	i	i	-7.3	i	i
CN1CCc2nc(SCc3ccccc3Br)c(C#N)cc2C1	i	i	i	i	0.9	-3.9	i	i	-10.8	i	i
COc1ccccc1N1CCN(Cc2ccccc2Cl)CC1	i	i	i	i	1.5	-6.4	i	i	-15.8	i	i
Cn1c(O)c(C=Nc2cccc(C(F)(F)F)c2)c(=O)n(C)c1=O	i	i	i	i	3.5	-0.8	i	i	0.0	i	i
O=P(/C(=N/O)N1CCCCC1)(N1CCOCC1)N1CCOCC1	i	i	i	i	-2.4	-0.3	i	i	-6.4	i	i
COc1ccc(C(O)P(=O)(OC(C)C)OC(C)C)cc1 (centres undefined)	i	i	i	i	0.8	4.9	i	i	-9.3	i	i
COc1ccc(CC2(CCc3ccncc3)C(=O)NC(=O)NC2=O)cc1	i	i	i	i	-0.5	-3.3	i	i	-1.3	i	i
O=C1NC(=O)N(c2ccc3c(c2)OCO3)C(=O)/C1=C/c1cccs1	i	i	i	i	0.2	-2.9	i	i	-4.5	i	i
CCN1CCN(Cc2cc(Br)cc(Br)c2O)CC1	i	i	i	i	-4.9	1.4	i	i	-10.8	200*	i
COc1cc(CC2C(=O)N(C)C(=O)N(C)C2=O)ccc1OCc1ccccc1	i	i	i	i	0.4	3.5	i	i	-6.7	i	i
CC1CCCC(NC(=O)COC(=O)Cc2ccccc2)C1C (centres undefined)	i	i	i	i	5.8	0.5	i	i	-14.5	i	i

Next part:
SMILES	TRPC4 PAM	KCNQ1 block	TMEM16A inh	KCNQ1 pot	Dyrk1A ADPGlo	HDAC3 inhib	KCNK9 block	TMEM16A act	hERG protect	TRPC4 act	KCNK3 block
Brc1ccc(-[n+]2c(-c3ccccc3)cc(-c3ccccc3)cc2-c2ccccc2)cc1	i	7*	100*	i	x	-3.4	-8.27*	i	-32.7	i	i
Cc1ccccc1NC1=NCC(C)S1 (centres undefined)	i	i	i	i	-4.6	-8.6	i	i	-11.4	i	i
Cc1cc(OC(=O)N(C)C)n(-c2ccccc2)n1	i	i	i	i	-5.0	7.0	i	i	-1.5	i	i
CC(N)Cc1c[nH]c2c1ccc1ccccc12 (centres undefined)	i	i	i	i	9.6	6.0	i	i	-0.4	92*	i
COc1cc([C@@H]2c3cc4c(cc3[C@@H](OC)[C@H]3COC(=O)[C@H]23)OCO4)cc(OC)c1O	i	i	i	i	-3.4	-3.5	i	i	-8.3	i	i
O=P(Nc1cccnc1)(Oc1ccccc1Cl)Oc1ccccc1Cl	i	i	i	i	4.3	-1.5	i	i	-17.8	i	i
COC(=O)Cn1cc(C=C2C(=O)N(C)C(=O)N(C)C2=O)c2ccccc21	i	i	i	i	x	-5.6	i	x	-0.3	i	x
CN(C)c1nc(N(C)C)nc(N(C#N)CCCl)n1	i	i	i	i	1.6	1.2	i	i	-11.1	i	i
O=C1CSC2(CN3CCC2CC3)N1 (centres undefined)	i	i	i	i	-3.8	-1.8	i	i	-4.8	i	i
CCc1nnc(NS(=O)(=O)c2ccc(N=Cc3c(O)n(-c4ccccc4)c(=O)[nH]c3=O)cc2)s1	i	i	i	i	-1.1	0.4	i	i	0.8	i	i
COc1cc(C)cc(CN2CC=C(c3ccccc3)CC2)c1O	i	i	i	i	4.5	3.2	i	i	-17.4	i	i

High-throughput results deposited in PubChem BioAssay by several laboratories.

Not all compounds are listed. The share of hits here may be higher or lower than overall.
